Source: PubChem
GoLoco inh red: RGS12 GoLoco-Gai1 interaction inhibition. AID 880. P63096. Potency, µM (titrated, usually from 61.6 µM), inactives show top-dose activity, negative = inhibition, actives largely listed as inhibitors. 230,000 tested, 0.44% active. Gai1:RGS12 GoLoco peptide FP, rhodamine, 10 min; active means well fitted inhibition curve with a large enough effect, not every such curve was filed as active; inactive means no such curve, though single readings can be large or run the other way; further: on the % scale 0 is the no-effect control and ±100 the full control effect; nearly all actives have a fitted effect of over 30% in size; many of its hits are not listed in these tables
TexasRed fluor: counter-screen for TRb-SRC2 inhibitors: fluorescence interference; TRb/SRC2 Texas Red total fluorescence interference; Potency, µM (titrated, usually from 106 µM), inactives show top-dose fluorescence change, negative = quenching; 280,000 tested, 0.29% active; AID 1479; active means well fitted curve in either direction with a large enough effect; inconclusive means small, poorly fitted or top-dose-only effect; further: on the % scale 0 is the no-effect control and ±100 the full control effect
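Flags fluorescent or light-absorbing compounds by total fluorescence, S + 2P, at 555 nm excitation and 632 nm emission. Mixture: 20 nM Texas Red SRC2 peptide, 0.6 uM human TRb LBD, 1 uM T3, 5% DMSO; compound exposure 5 h at ambient temperature.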
SMN2 splice enh: enhancers of SMN2 splice variant expression; HEK293 SMN2-luciferase splicing reporter, luminescence, 30-36 h; Potency, µM (series often up to 46.1 µM), without a hit: top-dose activity change, positive = activation, hits mostly activators; 210,000 tested, 2.8% active; further: % of control where 0% means no effect; nearly all actives have a fitted effect of over 55% in size
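qHTS luciferase splicing reporter: luminescence rises when SMN2 exon 7 is included in transfected HEK293 cells. Compound exposure lasted 30-36 h at 37C, with 4.5 mM final sodium butyrate as control, followed by a ONE-Glo read.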
ALDH1A1 block: blocks purified human ALDH1A1 activity; Purified ALDH1A1, NADH fluorescence, propionaldehyde substrate; P00352; Potency, µM (top dose mostly 75.3 µM), inactives show at the highest dose activity, negative = inhibition, usual class: inhibitors; 220,000 tested, 7.3% active; active means well fitted inhibition curve with a large enough effect, not every such curve was filed as active; inconclusive means small, poorly fitted or top-dose-only effect, or another doubt; inactive means no such curve, though single readings can be large or run the other way;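 further: plate controls were no enzyme wells and a reference inhibitor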
Target sequence (P00352 whole entry, looked up): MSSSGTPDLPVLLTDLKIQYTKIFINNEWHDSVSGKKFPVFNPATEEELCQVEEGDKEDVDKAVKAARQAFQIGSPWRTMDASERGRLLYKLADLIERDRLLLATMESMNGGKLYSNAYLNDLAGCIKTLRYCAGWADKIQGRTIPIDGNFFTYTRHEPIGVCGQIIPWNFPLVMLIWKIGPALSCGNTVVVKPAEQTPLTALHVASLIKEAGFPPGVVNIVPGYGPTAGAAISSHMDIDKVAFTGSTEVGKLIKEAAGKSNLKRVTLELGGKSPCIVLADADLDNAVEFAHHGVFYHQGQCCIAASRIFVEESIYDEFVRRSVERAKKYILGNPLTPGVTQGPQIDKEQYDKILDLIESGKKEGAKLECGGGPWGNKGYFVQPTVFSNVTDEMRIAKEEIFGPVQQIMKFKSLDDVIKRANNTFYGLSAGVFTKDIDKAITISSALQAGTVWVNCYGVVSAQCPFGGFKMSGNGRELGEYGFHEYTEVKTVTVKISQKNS
KDM4E inh: blocks human JMJD2E demethylase activity. 230,000 tested, 1.6% active. Potency, µM (top dose mostly 57.1 µM), for inactives: at the top dose activity change, negative = inhibition, most hits filed as inhibitors. AID 2147. JMJD2E catalytic domain, FDH-coupled NADH fluorescence (FDH is formaldehyde dehydrogenase); active means well fitted inhibition curve with a large enough effect, not every such curve was filed as active; inconclusive means small, poorly fitted or top-dose-only effect, or another doubt; inactive means no such curve, though single readings can be large or run the other way;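 further: 0% = wells with enzyme and -100% = buffer wells without enzyme; nearly all actives have a fitted effect of over 50% in size; many of its hits are not listed in these tables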
Lamin A splicing: changes lamin A minigene splicing in HeLa cells; Potency, µM (highest dose often 46.1 µM), for the others: top-dose ratio change, negative = inhibition, usual class: inhibitors; HeLa LMNA splicing GFP/RFP minigene ratio, 48 h; 200,000 tested, 0.01% active; active means well fitted inhibition curve with a large enough effect in the signal ratio, with a control signal flat, not every such curve was filed as active; inconclusive means small, poorly fitted or top-dose-only effect, or effect the other way, or a change in a side signal; the % refers to the signal ratio; further: on the % scale 0 is the no-effect control and ±100 the full control effect
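Read-out is the ratio of GFP to DsRed2 object intensity, acquired by 488 nm laser-scanning cytometry on HeLa lamin A-EGFP minigene reporter cells. Compound incubation 48 hrs at 37 °C in Opti-MEM with 2% FBS; DMSO 0.5% final.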
RECQ1 helicase: inhibitors of human RECQ1 DNA helicase; 240,000 tested, 0.54% active; Potency, µM (titrated, usually from 57.3 µM), inactives show top-dose activity, negative = inhibition, usual class: inhibitors; RECQ1 DNA unwinding, red fluorescence kinetic read; AID 2549;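 further: plate controls were vehicle for no effect and no enzyme for full effect; nearly all actives have a fitted effect of over 30% in size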
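RECQ1T1 50 nM; forked duplex (20 bp + 30-nt ss tails) 200 nM, ATP 2 mM final; pH 8.0, 2 mM MgCl2, 2.5 ug/ml poly(dI-dC); 15 min compound preincubation; discontinuous kinetic read over 2 h at RT.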
TRb-SRC2 inh: disrupts binding of human TR beta to SRC2 | Potency, µM (highest dose often 106 µM), for the others: at the top dose activity change, negative = inhibition, most hits filed as inhibitors | AID 1469 | TRbeta-SRC2 peptide binding, fluorescence polarization; receptor liganded with 1 µM T3 | 280,000 tested, 0.065% active | P10828;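 further: plate controls were bound peptide for no effect and peptide without receptor for full effect; nearly all actives have a fitted effect of over 50% in size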
Target sequence (P10828 whole entry, looked up): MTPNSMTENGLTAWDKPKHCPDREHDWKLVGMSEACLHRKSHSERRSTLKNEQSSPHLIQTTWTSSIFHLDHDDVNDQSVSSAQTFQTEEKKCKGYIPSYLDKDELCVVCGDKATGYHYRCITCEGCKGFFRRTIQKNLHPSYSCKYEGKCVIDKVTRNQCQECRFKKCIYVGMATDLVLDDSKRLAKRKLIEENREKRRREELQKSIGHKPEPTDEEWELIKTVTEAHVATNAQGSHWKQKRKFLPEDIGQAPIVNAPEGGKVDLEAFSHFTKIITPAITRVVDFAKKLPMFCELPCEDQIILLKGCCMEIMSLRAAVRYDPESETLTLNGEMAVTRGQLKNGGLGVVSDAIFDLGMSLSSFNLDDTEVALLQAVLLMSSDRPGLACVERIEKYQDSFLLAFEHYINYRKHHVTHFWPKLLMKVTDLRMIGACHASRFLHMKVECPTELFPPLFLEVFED
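A fluorescence polarization screen tested compounds at multiple concentrations against complex formation between 0.6 uM TRb ligand-binding domain and 20 nM Texas Red SRC2 peptide, with 1 uM T3 present; readout after 5 hr.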
* hit, by the source's call; i = inactive; ? = inconclusive; . = no result given; & = joins results of further samples; [ ] = another dose, or the depositor's remark. Unless noted, the call rests on the fitted dose curve; in most records, active means well fitted curve in the direction sought with a large enough effect; inconclusive means small, poorly fitted or top-dose-only effect, or another doubt; inactive means no such curve, though single readings can be large; an effect the other way counts as inactive or inconclusive. Potency means the concentration at half of the fitted maximal effect. Some of the compounds tested; the hit share may differ from the screen's.

SMILES	GoLoco inh red	TexasRed fluor	SMN2 splice enh	ALDH1A1 block	KDM4E inh	Lamin A splicing	RECQ1 helicase	TRb-SRC2 inh
Cc1ccc(-n2c(SCC(=O)O)nc3sc4c(c3c2=O)CCCC4)cc1	25%	-1%&2%	-9%&-2%	-1%	-3%	.	17%	-5%&-2%
Cn1c(SCC(=O)Nc2ccc3c(c2)oc2ccccc23)nnc1-c1ccccc1	3.5µM*	0%	23%	25µM*	?	16%	-7%	-5%
CCN1CCCC1Cn1cnc2c([nH]c3ccc(OC)cc32)c1=O (stereo not given)	5%	-3%	.	.	?	.	4%	1%
Cn1c(SCc2cc(=O)n3cc(Br)ccc3n2)nnc1C1COc2ccccc2O1 (stereo not given)	5%	-1%	-10%	?	-7%	-5%	-17%	-1%
Cc1cc(C)nc(N2CCCC(C(=O)Nc3ccc4nc(C)c(C)nc4c3)C2)n1 (stereo not given)	12%	5%	-12%	16µM*	?	?	i	-12%
NC(=O)c1c(N)sc2c1CCC2	4%	4%	.	?	?	.	?	-1%
CCCc1nc(-c2ccc(-c3ccc(F)cc3)cc2)no1	0%	-1%	-33%[inhibitor]	-1%	-2%	0%	-6%	8%
Cc1c(N2C(=O)CS/C2=N\N=C\c2ccc(Cl)cc2)c(=O)n(-c2ccccc2)n1C	7%	1%	-20%	5%	9%	0%	i	-1%
O=C(NC(c1ccccc1)c1ccccc1)N1CCN(CCO)CC1	-1%	0%	-4%	5%	3%	-5%	i	-4%
Fc1cccc(NC(=S)NCc2ccccn2)c1	7%	0%	?	?	-1%	-16%	2%	-2%
CC(C)C(N)C(=O)O (stereo not given)	5%	-3%	-5%	-7%	.	.	-11%	-3%
Cc1cc(NC(=O)CCOc2ccc(F)cc2)no1	6%	-2%	.	0.71µM*	-6%	.	-5%	-1%
COc1ccccc1N1CCN(C(=O)NC23CC4CC(CC(C4)C2)C3)CC1	16%	1%	-5%	6%	10%	?	i	10%
CCn1c(SCC(=O)O)nc2sc3c(c2c1=O)CCC3	-11%	-4%	14%	8%	-5%	3%	?	-1%
Cc1c(NC(=O)C2(C)CCCCC2)c(=O)n(-c2ccccc2)n1C	1%	-1%	0%	3%	6%	0%	-7%	-14%
COc1cc2c(cc1OC)[C@H](Cc1ccc(O)cc1)NCC2	4%	0%	-15%	9%	1%	10%	5%	-8%
Nc1ccc(S(=O)(=O)N2CCCc3ccccc32)cc1	-2%	0%	-3%	0%	-10%	-9%	i	0%
O=C(CC1C(=O)NCCN1Cc1ccc(Cl)c(F)c1)NCC1CCOCC1 (stereo not given)	-10%	2%	.	.	?	.	18%	2%
CC1CCC(C(C)C)C(OCC(O)CN2CCOCC2)C1 (stereo not given)	5%	-1%	6%	0%	-3%	2%	-8%	-13%
Cc1ccc(NC(=O)C2=C(c3ccccc3)S(=O)(=O)CCS2(=O)=O)cc1	-20%	-5%	-45%[inhibitor]	-8%	-1%	?	-22%	-7%
COC(=O)C1=C(C)OC(N)=C(C#N)C1c1cc(OC)ccc1OC (stereo not given)	-1%	-1%	-6%	3%	2%	-4%	0%	0%
CCOCCCNC(=S)N1C2CCC1CC(NC(=O)Nc1ccc(C(=O)OCC)cc1)C2 (stereo not given)	5%	-1%[53 µM]	.	-8%	?	16%[46 µM]	i	3%[53 µM]
COC(=O)C1=C(C)Nc2ncnn2C1c1ccc(OCc2ccccc2)cc1 (stereo not given)	1%	-5%	-7%	-2%	-1%	5%	-2%	-1%
O=C(Nc1ccc(F)c(F)c1)c1ccc(F)c(S(=O)(=O)N2CCC3(CC2)OCCO3)c1	11%	0%&-1%	-86%[inhibitor]	-15%	-19%	0%&-8%[46 µM]	-4%	-5%&0%
Cc1ccc(N2CC(=O)Nc3c(sc4nc(C)cc(C)c34)C2=O)cc1	5%	0%	.	.	2%	.	0%	-3%
The results go on.
SMILES	GoLoco inh red	TexasRed fluor	SMN2 splice enh	ALDH1A1 block	KDM4E inh	Lamin A splicing	RECQ1 helicase	TRb-SRC2 inh
O=C(COc1ccc2c(C(F)(F)F)cc(=O)oc2c1)NCc1cccs1	6%	1%	3%	?	?	-14%	-17%	3%
Cc1nc(-c2nnc(SCC(=O)Nc3cc(C(F)(F)F)cc(C(F)(F)F)c3)n2C)cs1	10%	1%	.	.	4%	.	31%[activator]	-2%
CCCc1cc(C(=O)NC2CCCC2)no1	-6%	-2%	13µM*	2%	-9%	-3%	3%	-9%
COc1ccccc1N1CCN(C(=O)Cn2cnc3c2c(=O)n(C)c(=O)n3C)CC1	1%	-4%	.	3%	-13%	.	21%	-1%
CCN(CC)c1nc(-c2ccccn2)nc(-c2ccccc2)c1C#N	3%	1%	-81%[inhibitor]	-9%	4%	?	-7%	-5%
CCSc1nc(-c2ccccc2)c2cc(Cl)ccc2n1	4%	-1%	-12%	-7%	?	-5%	-12%	-14%
O=C(NN=C1C2CC3CC(C2)CC1C3)c1cccc(S(=O)(=O)N2CCOCC2)c1	7%	0%	3%	?	23%	-7%	i	-2%
Cc1ccc(S(=O)(=O)n2nc(OC(=O)C3CCCCC3)cc2N)cc1	-5%	2%	11%	?	3%	4%	-9%	-18%
CCO[C@@H]1OC(C(=O)N2CCCCCCC2)=C[C@H](C2CCCCC2)[C@H]1CCCO	0%	0%	.	-2%	-5%	.	-3%	-11%
O=C(OCn1nnc2ccccc2c1=O)c1cccnc1	3%	1%	30%	-5%	0%	5%	-3%	12%
COC(=O)CNC(=O)COC(=O)c1ccc(OC)c([N+](=O)[O-])c1	-9%	7%	10%	-5%	5%	2%	-2%	4%
Cc1ccc2nc(NC(=O)C(NS(=O)(=O)c3cccc4nsnc34)C(C)C)sc2c1 (stereo not given)	6%	-1%	-36%[inhibitor]	4%	-1%	11%	-17%	-3%
Cn1nnnc1Sc1ccc(C(=O)O)cc1[N+](=O)[O-]	8%	2%	.	.	-2%	.	-2%	9%
COc1cccc(-c2cc(C(F)(F)F)nc(-n3cc(C)cn3)n2)c1	3%	-1%	-42%[inhibitor]	?	.	.	-3%	-5%
CCOC(=O)CCc1c(C)nc2c(c(C)nn2C(C)(C)C)c1C	-9%	-1%	-6%	6%	-17%	-20%	i	-8%
COC(=O)c1cc(C)cc(=O)o1	4%	-1%	.	.	8%	.	i	2%
Cc1onc(-c2ccccc2Cl)c1C(=O)N1CCN(c2ccccc2)CC1	3%	-5%	-2%	4%	-2%	?	1%	-8%
COc1ccc(CN2CCN(Cc3csc(C(C)=O)c3)CC2CCO)c(C)c1C (stereo not given)	11%	-3%	.	-6%	0%	.	3%	-4%
CCN(CC)c1nc(Oc2ccc(C(=O)OC)cc2)nc(N2CCOCC2)n1	-2%	3%	-12%	3%	-9%	-21%[9.22 µM]	i	0%
CC(=O)Nc1cc(-c2nn(C)c(=O)c3ccccc23)ccc1N1CCCCC1	2%	-2%	6%	-4%	13%	10%	-10%	1%
O=C(CC(NS(=O)(=O)c1ccc(Cl)cc1)c1ccco1)NCc1ccco1 (stereo not given)	6%	-1%	-7%	-32%	0%	1%	-9%	-1%
CCNC(=O)CN(c1ccccc1OC)S(=O)(=O)c1cccs1	-15%	1%	10%	6%	1%	0%	-21%	0%
COc1cc(COCC(O)CN2CCOCC2)cc(OC)c1OC (stereo not given)	-18%	0%	-19%	?	-1%	-3%	-10%	9%
CC(C)C(=O)Nc1ccc(N2CCCC2)c(Cl)c1	8%	1%	5%	2%	?	.	?	-2%
CCOC(=O)C1=C(C)NC(C)=C(C(=O)OCC)C1c1cc(N)ccc1OC(F)F	2%	1%	?	0%	-11%	7%	-7%	-2%

An excerpt from above, showing only TexasRed fluor, RECQ1 helicase and KDM4E inh:
| Molecule | TexasRed fluor | RECQ1 helicase | KDM4E inh |
| --- | --- | --- | --- |
| Cc1nc(-c2nnc(SCC(=O)Nc3cc(C(F)(F)F)cc(C(F)(F)F)c3)n2C)cs1 | 1% | 31%[activator] | 4% |
| CCOC(=O)C1=C(C)NC(C)=C(C(=O)OCC)C1c1cc(N)ccc1OC(F)F | 1% | -7% | -11% |
| COc1cccc(-c2cc(C(F)(F)F)nc(-n3cc(C)cn3)n2)c1 | -1% | -3% | . |

The list goes on:
SMILES	GoLoco inh red	TexasRed fluor	SMN2 splice enh	ALDH1A1 block	KDM4E inh	Lamin A splicing	RECQ1 helicase	TRb-SRC2 inh
O=C(NCCCN1CCCCC1)c1ccc2c(=O)n(CCc3ccccc3)c(=O)[nH]c2c1	14%	-3%	7%	?	?	2%	-1%	-11%
COc1cc(NC(=O)CN(C)S(=O)(=O)c2ccc3c(c2)CCC(=O)N3)cc(OC)c1	1%	3%	-5%	-10%	4%	-3%	-2%	-5%
COc1ccc(N2CCN(C(=O)c3cc4c(-c5ccc(Cl)cc5)nn(C)c4s3)CC2)cc1	18%	4%	2%	0%	3%	-11%	-4%	6%
Cc1ccc(-c2nnc(SCC(=O)Nc3nccs3)n2N)cc1	8%	-2%	?	-5%	-2%	-9%	1%	7%
O=C(O)C1CCCN1C(=O)OCc1ccccc1 (stereo not given)	2%	-2%	-10%	8%	6%	0%	?	-1%
CCCCOc1ccc(-c2nnn(C(C)C(=O)OCC)n2)cc1 (stereo not given)	-3%	-3%	16%	6%	1%	10%	-4%	3%
CCOC(=O)Cc1csc(NC(=O)c2ccc(Br)o2)n1	5%	2%	-4%	-3%	0%	1%	4%	8%
O=C(CN1C(=O)NC2(CCCCCC2)C1=O)N1CCN(S(=O)(=O)c2ccccc2)CC1	8%	0%	-4%	-7%	5%	5%[46 µM]	i	-2%
O=C(Nc1ccccc1)N1CC=C(c2ccc(F)cc2)CC1	12%	-4%	11µM*	?	11%	6%	2%	2%
Cc1ccc(-c2nc3cc(N)ccc3o2)cc1	11%	-2%	0.71µM*	?	?	-12%	-1%	-3%
O=C(CC1(O)C(=O)N(Cc2cccc3ccccc23)c2ccccc21)c1cccnc1 (stereo not given)	15%	-2%	-14%	0.11µM*	3%	?	-1%	0%
COc1cccc(C2C=C(Nc3ccccc3)C(=O)N2c2ccccc2)c1 (stereo not given)	7%	-1%	3%	?	?	5%	28%	-2%
